Source: PubChem (The Scripps Research Institute Molecular Screening Center)
rat GALR2 ag – agonists of rat galanin receptor 2 (GALR2); O08726; cell-based GALR2 agonist screen; activation, % at 10 µM; 16,000 compounds, 0.5% hits; AID 833; in the data active means activation above about 15%
Target sequence (O08726 whole entry, looked up): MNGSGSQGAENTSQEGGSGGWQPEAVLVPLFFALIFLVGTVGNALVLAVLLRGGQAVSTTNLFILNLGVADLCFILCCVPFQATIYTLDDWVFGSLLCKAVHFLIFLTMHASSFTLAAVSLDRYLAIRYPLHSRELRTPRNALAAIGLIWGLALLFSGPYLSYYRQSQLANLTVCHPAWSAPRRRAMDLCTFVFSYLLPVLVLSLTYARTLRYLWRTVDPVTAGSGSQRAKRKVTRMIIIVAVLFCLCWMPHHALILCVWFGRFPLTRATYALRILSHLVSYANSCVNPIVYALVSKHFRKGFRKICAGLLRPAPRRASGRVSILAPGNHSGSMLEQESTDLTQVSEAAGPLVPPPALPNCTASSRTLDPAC
TLR4-MyD88 inh – TLR4-MyD88 interaction inhibition; O00206; Cell-based TLR4-MyD88 binding inhibition assay; inhibition, % at 10 µM; 16,000 compounds, 0.06% hits; AID 811; in the data active means inhibition above about 45%
OPRK1 antag MB – OPRK1 (human) antagonism, Maybridge screen | P41145 | OPRK1 cells, antagonist mode, fluorescence readout | inhibition, % at 9 µM | 16,000 compounds, 0.4% hits | AID 652031; in the data active means inhibition above about 50%
Target sequence (P41145 whole entry, looked up): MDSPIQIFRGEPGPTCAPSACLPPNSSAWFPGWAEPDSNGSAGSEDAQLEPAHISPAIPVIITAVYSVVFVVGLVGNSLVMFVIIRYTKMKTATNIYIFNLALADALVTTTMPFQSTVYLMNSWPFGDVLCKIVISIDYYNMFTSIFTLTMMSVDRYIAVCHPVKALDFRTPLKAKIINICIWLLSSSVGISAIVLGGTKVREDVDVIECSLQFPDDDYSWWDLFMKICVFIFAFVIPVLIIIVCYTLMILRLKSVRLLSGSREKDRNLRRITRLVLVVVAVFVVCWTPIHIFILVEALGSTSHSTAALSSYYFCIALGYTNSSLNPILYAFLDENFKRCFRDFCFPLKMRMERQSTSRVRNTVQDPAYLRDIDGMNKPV
NOTCH ag – NOTCH pathway agonism; activation, % at 2.5 µM; NOTCH signaling luciferase reporter cells, luminescence; AID 434982; 15,000 compounds, 0.4% hits; in the data active means activation above about 2.2%
S1P1 ag – activates the human S1P1 receptor; activation, % at 4.5 µM; 16,000 compounds, 1.5% hits; P21453; S1P1 agonist cell-based reporter assay; AID 1044; in the data active means activation above about 80%
Nox1 inh – human Nox1 inhibition | Q9Y5S8 | HT29 cells, luminol chemiluminescence ROS | inhibition, % at 6.7 µM | 16,000 compounds, 0.81% hits | AID 1792
PME-1 Maybr inh – inhibitors of human PME-1 in Maybridge library. Q9Y570. 16,000 compounds, 0.5% hits. inhibition, % at 9 µM. recombinant PME-1, FP-Rh probe fluorescence polarization; in the data active means inhibition above about 30%
Luminol counter – counter-screen for Nox1 inhibitors: inhibitors of luminol chemiluminescence | 16,000 compounds, 0.4% hits | AID 1823 | inhibition, % at 6.7 µM | HRP/luminol/H2O2 chemiluminescence counterscreen; further: reference of the scale not given here
* marks the source's active call; other numbers are inactive results; . = no result given. Unless noted, no stated cut-off is given here; in the data, active means inhibition above about 75%; inactive means the rest.

Each structure is followed by: rat GALR2 ag, NOTCH ag, Nox1 inh, Luminol counter, TLR4-MyD88 inh, OPRK1 antag MB, PME-1 Maybr inh, S1P1 ag
N/C(=N\OC(=O)C1CCc2ccccc2O1)c1ccc(C(F)(F)F)cc1 (stereo not given)
→ -4.1, -0.8, 11.9, -8.1, 8.1, 5.2, 1.9, 34.7
COc1ccc(/C=C(\NC(=O)c2ccccc2)C(=O)N/N=C/c2ccc3c(c2)OCO3)cc1
→ 0.2, -0.2, -36.2, 1.4, 5.2, -17.8, -5.6, 7.3
CCc1nn2cc(C(C)(C)C)nc2s1
→ -4.8, -1.0, -53.9, 1.0, 5.8, -16.4, -0.8, -6.5
FC(F)(F)c1cccc(-n2c(-c3ccncc3)n[nH]c2=S)c1
→ -2.6, -1.0, -29.9, 97.8*, 3.1, -5.0, -4.3, -1.7
NC(=S)CS(=O)(=O)Cc1cccc(C(F)(F)F)c1
→ -7.0, -0.3, -60.9, 24.3, 2.7, -15.8, 3.0, -10.2
Cc1oc(S(=O)(=O)N(C)C)cc1C(=O)O
→ -7.0, -0.1, -11.4, 2.5, 5.5, 13.9, -3.9, 3.1
O=C(O)c1ccc(-c2ccsc2)cc1
→ -5.7, -0.1, -8.7, -0.2, -1.3, 11.4, 3.4, -11.7
CC(C)(CO)NC(=O)c1cccc(C(=O)NC(C)(C)CO)c1F
→ -4.7, -0.3, 1.9, -5.3, -1.2, -12.2, 6.3, -4.8
Cn1c(=O)c2cc3cc(Cl)ccc3nc2c2c(=O)n(-c3ccccc3)c(=O)n(-c3ccccc3)c21
→ -2.2, -0.7, -15.2, -3.2, 1.4, 70.1*, -17.2, -72.1
CCc1ccc2oc3nc(N)c(C#N)cc3c(=O)c2c1
→ -1.5, 0.4, 11.2, -4.8, -5.8, -4.3, -20.3, -15.3
O=S(=O)(Cc1noc(-c2ccno2)n1)c1ccsc1
→ -2.8, -0.2, -16.7, -6.3, 3.1, 4.1, 7.3, 3.2
O=C1C=CC(=O)N1CCc1ccccc1
→ -6.4, -0.4, 100.0*, 6.1, 1.7, 11.7, -1.6, 5.5
N#C/C(=C\c1ccc(OCc2cc(F)cc(F)c2)cc1)S(=O)(=O)c1ccccc1
→ -2.2, -0.7, 1.1, -4.3, -3.9, 5.4, -4.2, 1.1
CN(C)c1ccc(C=Nc2ccc(S(N)(=O)=O)cc2)cc1
→ -6.7, -0.5, -7.2, -4.2, 4.7, 24.9, 2.1, -3.9
Cn1ccnc1Sc1cnc(=S)[nH]c1-c1ccccc1
→ -4.1, -0.1, 19.9, -6.0, -5.9, -0.2, 0.4, -10.0
Cc1cc(C(=O)Oc2ccccc2)oc(=O)c1
→ -6.5, -0.7, 22.3, -37.8, -5.4, 12.1, 1.6, -2.3
OC1(C(F)(F)F)CC(C23CC4CC(CC(C4)C2)C3)=NN1 (stereo not given)
→ -8.9, -0.3, -23.8, 2.7, 9.2, 14.9, 0.3, -14.1
CC(=O)N1N=C(c2ccco2)CC1c1ccc(Br)cc1 (stereo not given)
→ -7.1, -0.5, -64.1, 2.5, ., 10.7, -1.6, 43.1
Cc1ccc(S(=O)(=O)C(C#N)=C2SCCS2)cc1
→ -4.0, -0.6, -7.8, -0.2, 2.0, 12.4, 2.2, -17.3
Cc1ccc(C)n1-c1ccc(C(=O)NNC(=O)COc2ccccc2)cc1
→ -7.1, -0.4, -65.7, 1.3, -5.6, 2.4, -5.8, -6.8
CN(C)/C=N/NC(=O)c1cc(C(C)(C)C)[nH]n1
→ -4.5, -0.7, 18.4, -1.1, -212.2, 8.4, 1.3, 0.7
O=C(CSc1nccc(-c2cccs2)n1)c1ccccc1
→ -5.6, 0.5, -4.6, 3.5, 1.2, -11.9, -1.3, 18.5
Cc1csc2sc(C=N/C(C#N)=C(\N)C#N)c(C)c12
→ -11.9, -0.5, -30.5, 3.2, -3.7, -0.4, -14.2, -4.0
N#Cc1c(OCC(F)(F)F)ccc(S(=O)(=O)N2CCOCC2)c1OCC(F)(F)F
→ -5.7, -0.1, -0.8, -4.5, 5.0, -17.6, 0.3, -3.6
S=C(NCc1ccco1)N/N=C/c1ccc(Cl)c(Cl)c1
→ -0.2, 0.4, 8.8, 0.0, 1.3, -5.6, -1.9, -20.6
CSc1ncc(-c2nnc(SCC(=O)Nc3ccc(Cl)cc3)n2C)n1C
→ -1.1, 0.8, -8.6, -4.6, 2.4, -27.7, -2.8, -0.4
COc1ccc(OC)c(NC(=O)c2csc(Cl)c2OC)c1
→ -5.3, -0.7, -28.7, -0.9, -0.6, -10.1, 8.3, -0.4
CC(C)(O)C#Cc1ccc(/C=N/Nc2ccccc2)cc1
→ -7.2, -0.2, 32.1, -7.0, 0.3, 16.7, 4.7, 44.0
CCOC(=O)c1c(C)csc1NC(=O)CSCC(=O)O
→ -5.1, -1.0, -107.9, -1.4, 6.5, -3.1, 4.7, -12.4
O=C(Cn1nnc(-c2ccc(C(F)(F)F)cc2)n1)Sc1ccc(F)cc1F
→ -3.7, -0.8, 6.3, -6.8, 6.8, 4.4, 1.2, 0.4
CCc1cc(C(=O)c2ccc(OC)cc2)c(NC(=O)CC(C)(C)CC(=O)O)s1
→ 8.9, -0.1, 11.1, -4.8, 5.2, 5.5, 3.7, -2.3
Cn1cnc(-c2ccccc2NS(=O)(=O)c2ccc(Cl)cc2)n1
→ 0.6, 0.2, -24.2, 1.6, -1.9, 7.7, 4.5, -2.5
Brc1ccc(-c2csc(/C=C/C=C/N3CCOCC3)n2)cc1
→ -2.6, -0.5, -152.1, -1.1, 2.2, 4.6, 7.1, -15.3
OC1(c2ccc(Cl)cc2)CCN(Cn2nnc3ccccc32)CC1
→ -6.8, -0.7, 7.5, -2.0, -6.7, 7.4, 1.4, -1.0
C/C(N)=N\N(C)c1cccc(F)c1C#N
→ -4.6, -4.4, -9.0, -3.5, -9.0, -7.1, 1.3, -0.6
O=c1c2cccc3cccc(c32)c2nc3ccccc3n12
→ 1.9, -0.7, -27.9, -2.5, -1.8, 5.2, -3.3, -40.3
Fc1ccc(-n2c(Cc3ccsc3)n[nH]c2=S)cc1
→ -5.6, 0.0, -50.9, 84.2*, 4.9, -11.3, -0.7, -18.5
Cc1cc(=O)[nH]c(SCc2c(Cl)cccc2Cl)n1
→ -4.7, -0.7, -88.1, 3.5, 4.4, -14.0, -2.9, 1.2
CSCCNC(=O)Nc1ccc(Cl)cc1
→ -4.6, ., 28.2, -3.2, 0.7, -11.9, -0.2, -0.4
COC(=O)c1cnc(Nc2ccccc2)nc1C(F)(F)F
→ -5.3, ., -10.4, -1.8, -5.9, 16.8, -2.8, -22.6

No new results follow: an excerpt of the list.
Each structure is followed by: rat GALR2 ag, NOTCH ag, Nox1 inh, Luminol counter, TLR4-MyD88 inh, OPRK1 antag MB, PME-1 Maybr inh, S1P1 ag
Fc1ccc(-n2c(Cc3ccsc3)n[nH]c2=S)cc1
→ -5.6, 0.0, -50.9, 84.2*, 4.9, -11.3, -0.7, -18.5
Cc1cc(=O)[nH]c(SCc2c(Cl)cccc2Cl)n1
→ -4.7, -0.7, -88.1, 3.5, 4.4, -14.0, -2.9, 1.2

Rewritten as tab-separated lines: four of the compounds above
canonical_smiles	rat GALR2 ag	NOTCH ag	Nox1 inh	Luminol counter	TLR4-MyD88 inh	OPRK1 antag MB	PME-1 Maybr inh	S1P1 ag
C/C(N)=N\N(C)c1cccc(F)c1C#N	-4.6	-4.4	-9.0	-3.5	-9.0	-7.1	1.3	-0.6
O=c1c2cccc3cccc(c32)c2nc3ccccc3n12	1.9	-0.7	-27.9	-2.5	-1.8	5.2	-3.3	-40.3
Fc1ccc(-n2c(Cc3ccsc3)n[nH]c2=S)cc1	-5.6	0.0	-50.9	84.2*	4.9	-11.3	-0.7	-18.5
Cc1cc(=O)[nH]c(SCc2c(Cl)cccc2Cl)n1	-4.7	-0.7	-88.1	3.5	4.4	-14.0	-2.9	1.2

Continued.
Each structure is followed by: rat GALR2 ag, NOTCH ag, Nox1 inh, Luminol counter, TLR4-MyD88 inh, OPRK1 antag MB, PME-1 Maybr inh, S1P1 ag
N#C/C(=C\c1ccc(Cl)c(Cl)c1)c1ccc(NC(N)=O)cc1
→ 135.4*, 0.2, 11.8, -6.7, -196.2, -200.9, -4.4, -48.1
C=C(CC(=O)N1CCOCC1)C(=O)N1CCOCC1
→ -5.8, -0.9, -52.9, -3.8, -0.9, 11.5, -2.1, -19.1
COc1ccccc1CC(=O)O/N=C/c1ccc2c(c1)OCO2
→ -7.2, 0.7, 0.0, 1.4, -0.3, 0.6, 1.2, -0.9
COC(=O)c1sccc1NNS(=O)(=O)c1ccc(Cl)cc1
→ -4.1, -0.4, 25.7, 11.9, -8.1, 11.4, 3.1, 0.0
Cc1noc(C)c1-c1nnc(-c2c(C)nn(-c3ccccc3)c2C)o1
→ -5.3, -1.0, -23.9, 1.4, 1.5, 2.3, 1.6, -5.1
N/C(Cc1cccs1)=N\O
→ -9.6, -0.7, 16.0, -4.0, 1.2, -4.7, 5.2, -2.5
O=C(O)c1ccccc1C(=O)Nc1cc(C(F)(F)F)ccc1N1CCCC1
→ -1.5, -0.5, -29.2, 5.0, -1.4, -2.7, -1.5, 51.0
COc1ccc(OC)c(Sc2ccc([N+](=O)[O-])cn2)c1
→ -0.4, -1.0, -8.3, -6.0, -2.8, -2.6, 2.2, -9.6
COc1ccc(C(=O)/C(C#N)=C/N(C)C)cc1
→ -8.2, 1.4, -2.7, 1.1, -0.7, -11.2, -1.5, -6.7
O=C(NNC(=O)c1ccc(Cl)cc1)Oc1ccccc1
→ -2.0, -0.7, 27.1, 9.5, 2.3, 5.9, 3.6, 6.5
Cc1ccc(NC(=S)N(C)/N=C/c2ccccn2)cc1Cl
→ -4.9, -0.6, -11.6, -4.5, -46.5, 11.2, 8.6, -2.4
C/C(=N\Nc1nnc(-c2ccccc2)c(-c2ccccc2)n1)c1ccco1
→ -5.8, -0.1, 0.0, -3.3, -4.5, 1.8, 5.8, 15.2
O=C(O)COCC(=O)N(Cc1ccccc1)Cc1cccs1
→ -2.1, -0.2, -50.9, 1.7, 5.7, -3.8, 3.9, -2.1
O=C(Nc1cccc(C(F)(F)F)c1)c1c(O)c2cccc3c2n(c1=O)CCC3
→ -7.1, 0.1, -9.1, -1.8, -9.3, 1.3, -1.0, -17.1
CC(C)(C)C(=O)Nc1cccc(C(F)(F)F)c1C(=O)O
→ -6.2, 0.2, -53.3, 2.4, 1.6, 7.6, -3.2, 11.6
Cc1cc(C)n2nc(Sc3ncccc3[N+](=O)[O-])nc2n1
→ -4.5, 0.1, 8.2, -5.8, -4.2, -5.7, 9.1, -8.7
CC1=N/C(=C\c2sc3ccccc3c2C)C(=O)O1
→ -4.3, -0.4, -44.4, 5.3, 9.1, 30.2, -0.4, 1.5
COc1cccc(/C=N/NC(=O)CSCC(=O)Nc2ccc(OC(F)(F)F)cc2)c1
→ -4.8, 0.0, -41.0, -0.8, -1.1, 8.2, -1.6, 5.4
O=C(O)c1coc2c1/C(=N/N1CCCCC1)CCC2
→ -3.4, -0.6, -8.3, 15.7, -12.8, 0.4, -4.4, -2.1
Cc1ccc(C(=O)/C=C/C(=O)O)c(C)c1F
→ -10.8, -5.7, 15.0, -7.2, -3.5, 4.6, 4.9, -33.8
CSCCn1c(-c2ccccc2)cc(C(=O)Nc2ccc(Cl)cc2)c1C
→ -5.8, 0.2, -29.2, 1.1, 7.6, -8.4, -0.9, 18.1
CSC1=NCCCN1S(=O)(=O)c1cc(Cl)c(Cl)cc1Cl
→ -6.1, ., -4.2, -4.4, -0.5, -23.3, 5.4, -3.3
O=C1Nc2ccccc2/C1=C\C1CC2C=CC1C2 (stereo not given)
→ -2.5, 0.0, -41.9, 1.5, -2.1, -11.9, -8.7, 0.4
O=C1CC(=O)c2c(Cl)c(Cl)c(Cl)c(Cl)c21
→ -3.2, -0.1, 34.6, -5.0, -3.6, 11.3, 1.2, 8.8
O=C1C=C(NCCSCc2ccccc2Cl)CC(c2ccc3c(c2)OCO3)C1 (stereo not given)
→ -5.4, -0.4, -50.5, 2.7, -14.0, -13.7, 1.8, 7.8
COC(=O)c1sc(-c2ccc(C(C)(C)C)cc2)cc1NS(=O)(=O)c1cn(C)cn1
→ -3.0, -0.3, -47.0, 5.7, 0.5, -16.6, 4.6, -11.1
CS(=O)(=O)CC(=O)NC1CCCCC1
→ -7.4, -0.3, -10.1, 2.9, 0.8, 8.6, -0.3, 0.5
CC(C)=C1CCC(C)C/C1=N\O (stereo not given)
→ -3.4, -0.6, -1.1, -2.3, 1.9, 3.5, 0.1, -10.0
CS(=O)(=O)C1CS(=O)(=O)CC1O (stereo not given)
→ -2.5, -0.2, -38.5, 1.6, -14.0, 5.6, -2.7, -6.2
